Bcl-W Bim block – inhibitors of Bim binding to Bcl-W, primary screen, biochemical, multiplexed, bead-based flow cytometry. Bcl-2-like protein 2 (Homo sapiens), Q92843. Bim peptide-Bcl-W binding. inhibition, % at 10 µM. 190,000 tested, 0.02% active;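 also: 0% = bound tracer without compound and 100% = peptide blocker; higher means less fluorescent Bim peptide bound to Bcl-W beads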
Target sequence (Q92843 whole entry, looked up): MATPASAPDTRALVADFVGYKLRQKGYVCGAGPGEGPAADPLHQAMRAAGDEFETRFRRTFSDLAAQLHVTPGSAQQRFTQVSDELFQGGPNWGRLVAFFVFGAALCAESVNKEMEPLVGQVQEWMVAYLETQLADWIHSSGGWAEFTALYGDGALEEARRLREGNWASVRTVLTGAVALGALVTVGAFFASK
RGS4-Gao reg – modulators of RGS4 binding to Galphao, primary screen, biochemical, multiplexed bead flow cytometry; 220,000 tested, 0.33% active; binding response (% of control), % at 10 µM; Guanine nucleotide-binding protein G(o) subunit alpha (Homo sapiens), P09471; actives lie on both sides; AID 1415, 2008; in the data active = binding response below about 49% or above about 150%; inactive = in between;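 also: fluorescent Galphao activated with aluminum fluoride binding bead-coupled RGS4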
Target sequence (P09471 whole entry, looked up): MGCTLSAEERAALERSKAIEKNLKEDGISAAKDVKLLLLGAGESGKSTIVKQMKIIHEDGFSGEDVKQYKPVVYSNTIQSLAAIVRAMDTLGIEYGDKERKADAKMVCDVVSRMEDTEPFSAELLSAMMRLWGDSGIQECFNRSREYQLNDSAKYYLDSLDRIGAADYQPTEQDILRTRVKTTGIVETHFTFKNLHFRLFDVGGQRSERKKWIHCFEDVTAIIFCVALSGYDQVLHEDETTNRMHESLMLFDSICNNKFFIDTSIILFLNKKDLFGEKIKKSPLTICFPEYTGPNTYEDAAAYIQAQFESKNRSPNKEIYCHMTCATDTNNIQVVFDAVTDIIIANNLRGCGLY
Bcl-XL Bim block – inhibitors of Bim-Bcl-XL binding, primary screen, biochemical, multiplexed, bead flow cytometry, human Bcl-XL | Bcl-2-like protein 1 (Homo sapiens), Q07817 | Bim peptide-Bcl-XL binding, fluorescence | inhibition, % at 10 µM | 190,000 tested, 0.04% active
Target sequence (Q07817 whole entry, looked up): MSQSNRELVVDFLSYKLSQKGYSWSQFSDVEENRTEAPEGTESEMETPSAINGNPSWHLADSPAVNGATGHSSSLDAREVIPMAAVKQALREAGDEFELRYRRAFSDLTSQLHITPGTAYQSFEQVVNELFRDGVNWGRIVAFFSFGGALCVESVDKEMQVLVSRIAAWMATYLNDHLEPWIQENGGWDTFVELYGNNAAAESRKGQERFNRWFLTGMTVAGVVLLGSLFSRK
Bcl-B Bim block – inhibitors of Bim-Bcl-B binding, primary screen, biochemical, multiplexed, human Bcl-2 family; Bcl-2-like protein 10 (Homo sapiens), Q9HD36; bead-based flow cytometry, Bim peptide-Bcl-B binding; inhibition, % at 10 µM; 190,000 tested, 0.073% active;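 also: 0% = tracer peptide without compound and 100% = reference inhibitor peptide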
Target sequence (Q9HD36 whole entry, looked up): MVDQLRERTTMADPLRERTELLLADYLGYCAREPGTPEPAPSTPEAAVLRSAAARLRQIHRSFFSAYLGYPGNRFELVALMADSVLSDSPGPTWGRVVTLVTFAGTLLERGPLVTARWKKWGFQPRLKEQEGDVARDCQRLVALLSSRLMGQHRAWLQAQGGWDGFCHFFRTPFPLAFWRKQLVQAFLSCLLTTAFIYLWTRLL
ABCB1 block – ABCB1 efflux pump inhibitors, primary screen, cell-based, multiplex, flow cytometry, ABCG2 counter-screen; ATP-dependent translocase ABCB1 (Homo sapiens), P08183; CCRF-Adr cells, JC-1 efflux; inhibition, % at 6.6 µM; 190,000 tested, 0.067% active; in the data active = inhibition above about 40%;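 also: 0% = vehicle and 100% = reference inhibitor; higher value means more JC-1 retained so stronger ABCB1 efflux block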
GSH fluor – compound fluorescence on glutathione beads, profiling panel, artefact control, biophysical, 488/530 nm, flow cytometry; GSH beads flow cytometry, compound fluorescence 488/530 nm; hits give high values; 190,000 tested, 0.25% active; fluorescence (KMESF) at 10 µM; in the data active = fluorescence above about 89;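 also: glutathione beads carrying GST-tagged Bcl family fusion proteins plus one bare bead set; values are compound well signal with DMSO vehicle wells as background; inactives centre near 16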
Bim-Bfl-1 – inhibitors of Bim binding to Bfl-1, primary screen, biochemical, multiplexed, bead-based flow cytometry | Bcl-2-related protein A1 (Homo sapiens), Q16548 | Bim-Bfl-1 binding inhibition | inhibition, % at 10 µM | 190,000 tested, 0.12% active;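 also: 0% = wells without compound plus tracer and 100% = blocker peptide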
ABCG2 inh – ABCG2 efflux pump inhibitors, primary screen, multiplex with ABCB1, IgMXP3 cells, flow cytometry; AID 1325, 2008; inhibition, % at 6.6 µM; 190,000 tested, 0.1% active; Broad substrate specificity ATP-binding cassette transporter ABCG2 (Homo sapiens), Q9UNQ0; JC-1 efflux;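 active = inhibition above 80%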;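 also: 0% = DMSO and 100% = nicardipine control wells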
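Incubation: cells with compound and JC-1, 10 min at 25 °C, rotating, no wash / Test system: IgMXP3 (ABCG2) plus far-red-tagged CCRF-Adr (ABCB1) cells / Compound dosing: one concentration, 6.6 µM final / Also added: JC-1 fluorescent substrate / Evaluation: efflux inhibition in percent versus controls / Detection: flow cytometry, 530 nm JC-1 signal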
Bim-Bcl-2 – inhibitors of Bim-Bcl-2 binding, primary screen, biochemical, multiplexed, human Bcl-2 family. Apoptosis regulator Bcl-2 (Homo sapiens), P10415. Bead-based flow cytometry, Bim peptide-Bcl-2 binding. inhibition, % at 10 µM. 190,000 tested, 0.06% active. AID 950, 2007; in the data active = inhibition above about 40%; inconclusive = no clear call, values can overlap the other calls;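 also: 0% = no compound wells with probe peptide and 100% = reference peptide inhibitor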
RGS8-Gao reg – RGS8-Galphao binding modulators, primary screen, biochemical, multiplexed bead flow cytometry. Guanine nucleotide-binding protein G(o) subunit alpha (Homo sapiens), P09471. actives lie on both sides. response (percent of control binding), % at 10 µM. 220,000 tested, 0.34% active; in the data active = response below about 60% or above about 140%; inactive = in between;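 also: Galphao activated as the GDP aluminium fluoride complex binding bead-coupled RGS8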
RGS7-Gao – RGS7-Galphao binding modulators, primary screen, biochemical, multiplexed bead flow cytometry. binding response (% of control), % at 10 µM. 220,000 tested, 0.35% active. actives lie on both sides; in the data active = binding response below about 49% or above about 150%; inconclusive = no clear call, values can overlap the other calls; inactive = in between;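 also: fluorescent Galphao held in activated GDP-AlF4 state binding bead-coupled RGS7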
Active calls of the source: *; ? = inconclusive. Rule as the data show it, unless noted: active = inhibition above about 40%.

SMILES	Bcl-W Bim block	RGS4-Gao reg	Bcl-XL Bim block	Bcl-B Bim block	ABCB1 block	GSH fluor	Bim-Bfl-1	ABCG2 inh	Bim-Bcl-2	RGS8-Gao reg	RGS7-Gao
O=C(Nc1cccc(S(=O)(=O)Nc2ccccc2Cl)c1)c1ccc(N2CCCC2)c([N+](=O)[O-])c1	-3	95	-8	-3	-0.1	11	-4	0	-5	101	92
N#C/C(=C\c1cn(CC(=O)N2CCCCC2)c2ccccc12)C(=O)NCc1ccc2c(c1)OCO2	1	99	1	2	2.0	7	0	1	2	98	98
Cn1c(C(=O)Nc2ccc3c(c2)OCO3)cc2sccc21	0	97	0	-6	0.4	53	-4	4	-4	100	100
COC(=O)CN(c1nc(C)c(Br)c(OC)n1)S(=O)(=O)c1ccc(C)cc1	2	98	-3	-4	2.8	31	-11	23	-12	98	93
COc1cc(NC(=O)C2CCN(S(=O)(=O)c3ccc(Cl)cc3)CC2)ccc1-n1cnnn1	3	101	-5	-10	-0.1	11	-9	2	-9	101	99
O=C(O)CCc1ccc(-c2ccccc2)n1-c1cccc(O)c1	0	103	-2	-2	0.2	22	-9	1	1	102	107
CN(C)c1nc(N2CCN(c3ccccc3)CC2)c(C#N)c(=O)o1	0	98	9	-8	0.6	32	-15	3	-13	98	94
CCCCCc1ccc(-c2nnc(N)s2)cc1	-3	100	-2	-3	0.1	13	-7	1	-4	101	96
CC(C)(C)c1nnc(N/N=C/c2ccc(O)cc2)n(N)c1=O	-4	103	-9	-7	3.0	7	-3	9	-1	103	102
CCCCC1CCC(c2ccc(C(N)=O)cc2)CC1 (stereo not given)	-3	103	0	0	0.2	10	-1	0	0	105	102
O=C(NCC1CCCCC1)c1ccco1	-1	100	-6	-6	1.7	12	-14	11	-13	101	98
CCc1ccc(CN2C(=O)c3ccccc3C2C(=O)NCC2CCCO2)cc1 (stereo not given)	-4	106	-3	-2	1.0	14	-1	1	-1	101	103
O=C(NCc1ccc2c(c1)OCO2)C1CCCN(S(=O)(=O)c2cccc3nonc23)C1 (stereo not given)	7	105	-1	5	0.1	4	-4	0	4	106	99
Cc1onc(-c2c(F)cccc2Cl)c1C(=O)N1CCc2ccccc2C1	-2	101	-7	-9	0.7	25	-16	0	-10	100	100
COc1ccc(-c2nc3ncccn3c2Nc2ccccc2)cc1	0	99	-3	-1	0.6	9	-7	6	-6	102	98
Cc1c(NC2=CC(=O)CC(C)(C)C2)c(=O)n(-c2ccccc2)n1C	-1	97	-6	-4	-0.1	20	-5	-1	-5	96	94
CC1(C)CC(=O)c2cc(C(=O)NNc3ccccc3)c(=O)n(-c3ccccc3)c2C1	-3	103	0	-2	0.7	26	-4	0	-5	102	104
CCn1cc(S(=O)(=O)CC(=O)Nc2cc(C)ccc2C)c2ccccc21	0	105	-4	-2	0.6	18	-12	2	-7	102	103
COc1cccc(OCCCOc2ccccc2C(C)C)c1	1	94	-7	-5	0.7	40	-7	2	-8	95	93
O=C(NCCCN1CCOCC1)c1cc(Cl)ccc1[N+](=O)[O-]	-1	103	-5	-5	0.3	11	-10	-1	-7	106	104
COc1cc(OC)cc(C(=O)OCCNC(=O)Cn2cnc3c2c(=O)n(C)c(=O)n3C)c1	2	102	2	-3	1.1	14	-2	1	1	104	?
O=C(Nc1ccccc1N1CCCC1)c1cc2ccccc2o1	-2	124	-13	-6	0.2	31	-10	3	-6	114	121
CCC(CO)Nc1nc(CN2CCCCC2)nc2scc(-c3ccccc3)c12 (stereo not given)	-4	101	-5	-7	2.0	14	-11	7	-5	103	106
Cn1/c(=N/N=C/c2ccc([N+](=O)[O-])cc2)sc2ccccc21	0	109	0	-5	0.5	27	-8	2	-5	101	106
CCN(C(=O)CN(C)Cc1c(F)cccc1Cl)c1c(N)n(Cc2ccccc2)c(=O)[nH]c1=O	-3	100	-4	-1	0.3	19	-2	0	-4	102	98
Cc1ccc(Nc2ccc(C(F)(F)F)cc2[N+](=O)[O-])cc1	-5	104	-8	-4	0.5	17	-7	5	-3	102	99
CC(=O)c1c(N2CCOCC2)[nH]c(-c2ccccc2)nc1=S	-5	100	-9	-17	0.3	9	8	1	-5	100	101
CCc1ccccc1NC(=O)C1CC(c2ccc(F)cc2)=NO1 (stereo not given)	0	101	-1	-6	1.9	24	-17	20	-9	99	100
Cc1cccc(-n2nnnc2SCC(=O)c2cc(C)n(CC3CCCO3)c2C)c1 (stereo not given)	1	100	-4	-7	1.3	263*	-12	5	-7	98	99
CCC(C)(NC(=O)c1cccc(N2C(=O)CSC2c2ccccc2)c1)C(=O)Nc1ccccc1C (stereo not given)	-1	101	0	0	2.2	21	-1	7	0	99	98

Copied from the list.
Under ABCB1 block, Cc1cccc(-n2nnnc2SCC(=O)c2cc(C)n(CC3CCCO3)c2C)c1 (stereo not given) is listed with 1.3
Under GSH fluor, Cn1/c(=N/N=C/c2ccc([N+](=O)[O-])cc2)sc2ccccc21 is listed with 27

(cont.)
SMILES	Bcl-W Bim block	RGS4-Gao reg	Bcl-XL Bim block	Bcl-B Bim block	ABCB1 block	GSH fluor	Bim-Bfl-1	ABCG2 inh	Bim-Bcl-2	RGS8-Gao reg	RGS7-Gao
CCOC(=O)c1nc(NCc2ccccc2)c2ccccc2n1	-2	99	-3	-3	0.5	13	-4	3	1	101	102
O=C(O)CCCC(=O)Nc1ccccc1C(=O)N1CCOCC1	3	100	2	0	1.4	9	-2	-2	1	99	101
CCOC(=O)CNC(=O)CSc1ncnc2c1cnn2-c1ccccc1	4	99	-6	-5	0.5	53	-11	1	-5	100	98
CC1=C(C(=O)N2CCN(c3cc(C)ccc3C)CC2)C2(CCC(C)CC2)OC1=O (stereo not given)	-4	99	0	-3	0.9	13	-3	2	0	101	101
O=C1c2ccccc2C(=O)N1CSc1nnc(Nc2ccccc2)s1	0	100	0	-3	-0.1	16	-6	4	2	99	93
COc1ccccc1/C=N/n1c(N)c(S(=O)(=O)c2cccs2)c2nc3ccccc3nc21	-2	102	1	1	0.4	37	-6	1	0	99	101
O=C(Nc1ccc(C(=O)O)cc1)/C(=C\c1ccco1)NC(=O)c1ccccc1	0	103	-5	0	-0.1	15	-4	1	-1	104	97
Cc1ccc(Nc2nc(N)c(C#N)c(CC#N)c2C#N)cc1	2	104	0	3	1.4	21	-2	35	1	101	?
CCc1cc2cc(C(=O)Nc3ccccc3F)sc2s1	0	91	-5	-2	0.1	6	1	0	1	95	91
CCCC(=O)Nc1ccc(C(=O)NN2C(=O)c3ccccc3C2=O)cc1	-8	103	-3	-2	0.5	10	0	10	1	102	101

3 entries from above, sorted by length of the SMILES, high to low:
SMILES	Bcl-W Bim block	RGS4-Gao reg	Bcl-XL Bim block	Bcl-B Bim block	ABCB1 block	GSH fluor	Bim-Bfl-1	ABCG2 inh	Bim-Bcl-2	RGS8-Gao reg	RGS7-Gao
O=C(O)CCCC(=O)Nc1ccccc1C(=O)N1CCOCC1	3	100	2	0	1.4	9	-2	-2	1	99	101
CCOC(=O)c1nc(NCc2ccccc2)c2ccccc2n1	-2	99	-3	-3	0.5	13	-4	3	1	101	102
CCc1cc2cc(C(=O)Nc3ccccc3F)sc2s1	0	91	-5	-2	0.1	6	1	0	1	95	91

Next records follow.
SMILES	Bcl-W Bim block	RGS4-Gao reg	Bcl-XL Bim block	Bcl-B Bim block	ABCB1 block	GSH fluor	Bim-Bfl-1	ABCG2 inh	Bim-Bcl-2	RGS8-Gao reg	RGS7-Gao
OCCC1CN(Cc2ccon2)CCN1Cc1ccccc1 (stereo not given)	-2	100	-4	-4	-0.2	11	-8	0	-5	104	101
CCc1ccccc1NC(=O)CSc1nc2n[nH]c(C)c2c(=N)n1-c1cccc(OC)c1	-8	99	-11	-16	0.1	10	-1	4	-4	102	98
Cn1cc(C(=O)N/N=C/C(Br)=C/c2ccccc2)ccc1=O	1	92	0	1	-2.0	8	0	-12	-1	88	93
CCCCOC(=O)c1ccc(NC(=O)c2ccccc2OC)cc1	8	77	7	8	0.7	7	14	8	12	70	79
CCOC(=O)CCSc1nc(C(C)(C)C)cc(C(F)(F)F)c1C#N	-4	93	-5	-7	0.4	20	-4	2	-5	100	96
COc1ccc(OC)c(NC(=O)Nc2cc(NC(=O)Nc3cc(OC)ccc3OC)c(C)nc2C)c1	-2	96	-3	-5	-0.7	32	0	-1	-1	96	102
CCN(CC)S(=O)(=O)c1ccc2c(c1)nc(CCC(=O)Nc1ccc3c(c1)OCO3)n2CC	0	82	-5	-8	1.1	25	0	13	-2	71	88
COc1ccc(S(=O)(=O)Nc2ccccc2C(=O)NC(C)(C)C)cc1OC	-9	98	-15	-14	0.5	27	-23	2	-16	98	101
CC(=O)Nc1ccc(-n2c(=O)c3ccccc3c3ccccc3c2=O)cc1	2	93	3	4	-0.4	8	5	0	3	94	96
CCc1nnc(N/N=C/c2ccc(N3CCC(C)CC3)c([N+](=O)[O-])c2)n1N	-3	104	-4	-4	1.3	5	-1	9	-1	104	99
CC(C)(C)C(=O)N1CCN(c2c(Cl)cccc2[N+](=O)[O-])CC1	-5	99	-4	-5	0.8	17	-5	3	-7	99	96
Cc1ccc(-c2ccc(=O)n(CC(=O)NCCN(C)C)n2)cc1	-1	102	0	0	0.4	15	-2	-1	0	101	104
COc1cc(C2=NOC(C(=O)NC3CCCCC3)C2)cc(OC)c1OC (stereo not given)	-5	99	-4	-2	1.4	18	-1	7	1	97	101
COc1ccc(-c2cc(C(F)(F)F)nc(NC3CCCC3)n2)cc1OC	4	100	-2	-6	0.5	14	-10	5	-9	99	98
Cc1c(C(=O)CN2CCOCC2)[nH]c2ccccc12	-4	122	-4	-4	0.2	5	-6	0	-4	118	113
Cc1ccc(C(=O)COC(=O)CCC(=O)Nc2cccc(Cl)c2)cc1[N+](=O)[O-]	-2	103	7	-6	-0.1	35	-11	0	-4	101	100
O=C(CN1CC(c2ccccc2)CC1=O)OCc1cccc(Br)c1 (stereo not given)	0	98	3	-5	0.2	18	-10	0	-3	102	98
O=S(=O)(c1cccc2nsnc12)N1CCN(c2ccc(F)cc2)CC1	-3	103	-1	0	0.4	66	-1	1	-1	103	101
COC(=O)CSc1nccc(-c2ccc(F)cc2)c1C#N	0	98	0	-4	0.0	20	-7	4	0	99	96
CN1C2=NCCN2C(=O)c2ccccc21	2	101	-1	0	0.1	14	-7	1	-4	101	97
Cc1cccc(NC(=S)NC2CC3CCC(C2)N3Cc2ccco2)c1 (stereo not given)	-6	102	0	-7	-0.1	30	0	0	-6	102	99
COCC(=O)N1CCC(Oc2ccc(C(=O)NCCc3ccncc3)cc2)CC1	-2	104	-3	-6	1.7	51	-14	20	-8	100	102

Screening data (PubChem BioAssay)
